Assay outcomes deposited in PubChem by Sanford-Burnham Center for Chemical Genomics.
NOD1 NF-kB reporter – inhibition of NOD1-driven NF-kB reporter – cell-based, luminescence, uHTS, primary screen (AID 1578). NOD1-driven NF-kB luciferase reporter cells, luminescence; higher % means a stronger effect. one-dose inhibition, % at 4 µM; EC50 in µM for titrated hits. hit rate 1% among 290,000; in the data active means inhibition mostly above about 36%, no sharp cut-off; inactive means mostly below about 34%;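 further: HEK-293T reporter cells stimulated with the NOD1 agonist gamma-tri-DAP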
AID2073 – disruptors of CaV2.2 binding to Mint1 – biochemical, HTRF (AID 2073) | hit rate 0.19% among 290,000 | HTRF protein-protein interaction, Mint1-CaV2.2; higher % means a stronger effect | inhibition, % at 20 µM; hits with a dose series show IC50 in µM; in the data active means inhibition mostly above about 51%, no sharp cut-off; further: some results filed as inactive read as strong as hits
HIV fusion peptide – inhibitors of HIV fusion peptide binding, primary screen, biochemical, uHTS, fluorescence dequenching (AID 1986); cell-free peptide binding, fluorescence dequenching, 30 min; higher % means a stronger effect; inhibition, % at 20 µM, or IC50 in µM where a hit was titrated; hit rate 0.3% among 290,000; in the data active means inhibition mostly above about 52%, no sharp cut-off; inactive means mostly below about 76%; further: some results filed as inactive read as strong as hits
SIAH1 antagonists – blockers of Siah-1 interaction with plectin peptide – biochemical, fluorescence polarization, rhodamine-plectin, uHTS, primary screen (AID 1817); Siah-1 / rhodamine-plectin peptide fluorescence polarization; higher % means a stronger effect; one-dose displacement, % at 20 µM; IC50 in µM for titrated hits; hit rate 0.02% among 290,000;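 active means displacement of at least 50% at 20 µM, with a fluorescence ratio check between 0.3 and a set limit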;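 further: plate controls were Siah plus tracer with DMSO for no effect and tracer alone without Siah for full effect; strong numbers were not always called active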
GPR35 antagonists – GPR35 antagonists blocking zaprinast-driven arrestin recruitment, primary screen, imaging, U2OS, beta-arrestin-GFP, zaprinast agonist (AID 2058). U2OS GPR35 beta-arrestin-GFP translocation imaging, zaprinast antagonism; higher % means a stronger effect. inhibition, % at 10 µM, or IC50 in µM where a hit was titrated. hit rate 0.052% among 290,000;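 active means inhibition of at least 50% with at least 30 cells and total cytoplasm GFP at most 10,000,000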
KOR beta-arrestin-1 – KOR agonists, beta-arrestin recruitment, primary screen, cell-based, luminescence, uHTS (AID 1777). one-dose activation, % at 10 µM; EC50 in µM for titrated hits. hit rate 0.02% among 280,000. KOR beta-arrestin recruitment, luminescence; higher % means a stronger effect; in the data active means activation above about 50%, passing the limit was not always enough; further: a part of the inactive calls stands beside numbers as strong as those of hits
KOR beta-arrestin-2 – kappa opioid receptor blockers – cell-based, luminescence, uHTS (AID 1778); KOR beta-arrestin recruitment, luminescence, antagonist mode; higher % means a stronger effect; hit rate 0.091% among 290,000; one-dose inhibition, % at 10 µM; IC50 in µM for titrated hits; in the data active means inhibition above about 50%; further: strong numbers were not always called active
GPR55 beta-arrestin – GPR55 agonists via beta-arrestin recruitment, primary screen, imaging, U2OS cells, beta-arrestin-GFP redistribution (AID 1961); U2OS GPR55 beta-arrestin-GFP redistribution imaging; higher % means a stronger effect; one-dose activation, % at 10 µM; EC50 in µM for titrated hits; hit rate 0.048% among 290,000;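 active means activation above 40% with more than 50 cells counted in the well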;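 further: U2OS osteosarcoma cells stably expressing GPR55 and beta-arrestin-GFP; plate controls were DMSO negative control for no effect and LPI positive control for full effect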
GPR55 LPI antagonism – inhibition of LPI-stimulated GPR55 beta-arrestin translocation – imaging, U2OS, beta-arrestin-GFP, LPI agonist, primary screen (AID 2013). U2OS GPR55 beta-arrestin-GFP translocation imaging, LPI antagonism; higher % means a stronger effect. one-dose inhibition, % at 10 µM; IC50 in µM for titrated hits. hit rate 0.13% among 290,000;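 active means spots per cell inhibited over 60%, with over 100 cells counted and total cytoplasm intensity under 500,000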;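 further: U2OS cells stably carrying GPR55 and arrestin-GFP stimulated by 5 µM LPI near EC80; imaged beta-arrestin-GFP aggregate spots per cell after agonist stimulation; plate controls were LPI-stimulated DMSO wells for no effect and DMSO wells without LPI for full effect; some results filed as inactive read as strong as hits; confirmed hits need IC50 under 10 µM and bright autofluorescent wells are also inconclusive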
Starred values were filed as active, the others as inactive; / = no result given; [ ] = dose if it differs, or a comment.

Value order – NOD1 NF-kB reporter	AID2073	HIV fusion peptide	SIAH1 antagonists	GPR35 antagonists	KOR beta-arrestin-1	KOR beta-arrestin-2	GPR55 beta-arrestin	GPR55 LPI antagonism
#1 COc1ccc(C(=O)N/C(=C/c2cccnc2)C(=O)N2CCOCC2)cc1OC
 : 5%	8%	-0.3%	-12%	16%	0.0%	27%	-0.3%	-7%
#2 CCCOc1ccc(C(C)=O)cc1CN1CCOCC1
 : -5%	8%	3.5%	8%	9%	3.1%	11%	0.6%	11%
#3 O=C1C(=C(c2ccccc2)c2ccccc2)Nc2ccccc21
 : 56%	1%	-3.1%	-1%	-3%	-1.9%	-37%	-0.2%	-2%
#4 Cc1ccc(NC(=O)Cc2nn(C)c(=O)c3ccccc23)cc1F
 : 32%	5%	-1.3%	4%	4%	1.3%	-1%	1.1%	14%
#5 CC(C)Cn1c(N)c(C(=O)COC(=O)c2cc(F)cc(F)c2)c(=O)n(C)c1=O
 : -36%	4%	-1.3%	-1%	-10%	-2.5%	10%	0.2%	-1%
#6 Cc1ccccc1COc1ccc2oc(C)c(C(=O)O)c2c1
 : -1%	6%	4.1%	1%	-10%	1.7%	3%	0.5%	11%
#7 Nc1nc(N)c(Cc2ccc(Cl)cc2Cl)c(N)n1
 : 10%	4%	-0.4%	-1%	2%	-2.3%	16%	-0.1%	-11%
#8 c1ccc(CCNc2ncnc3ccccc23)cc1
 : 72%*	29%	1.1%	7%	-6%	4.4%	-10%	-0.1%	-10%
#9 COc1ccc(OC)c(C(c2nnnn2C(C)(C)C)N2CCc3ccccc3C2)c1 (configuration not stated)
 : -15%	6%	-1.0%	4%	6%	0.2%	19%	-0.2%	-1%
#10 CC(=O)C(Sc1nn(C)c(=S)s1)C(=O)Nc1ccccc1 (configuration not stated)
 : 0%	3%	0.2%	4%	-7%	1.5%	24%	0.3%	9%
#11 O=C(O)C1CCN(S(=O)(=O)c2cccc3nonc23)CC1
 : 0%	0%	2.2%	4%	-3%	0.1%	-55%	-0.1%	12%
#12 N#Cc1ccc(C(=O)N/N=C/c2cn(CC(=O)O)c3ccccc23)c(F)c1
 : -29%	8%	-2.5%	4%	-1%	-4.0%	-30%	-0.2%	-4%
#13 CC1=CC(C)(C)N2C(=O)C3(NCCc4c3[nH]c3ccccc43)c3cc(C)cc1c32 (configuration not stated)
 : -1%	-9%	-1.2%	3%	4%	0.6%	3%	0.0%	6%
#14 CCCn1c(=N)c(S(=O)(=O)c2ccccc2)cc2c(=O)n3cccc(C)c3nc21
 : -2%	13%	5.3%	3%	0%	-0.5%	-31%	0.0%	0%
#15 CCOc1ccc2[nH]c(=O)c(CN(CC3COCCO3)C(=O)c3ccco3)cc2c1 (configuration not stated)
 : -17%	21%	-0.5%	3%	-11%	-2.3%	9%	-0.1%	-9%
#16 COc1ccc(C(CNC(=O)c2cc(=O)[nH]c3ccccc23)N2CCCC2)cc1 (configuration not stated)
 : /	13%	4.5%	-1%	10%	0.2%	47%	-0.3%	-3%
#17 Cc1cc(C)c(S(=O)(=O)Nc2cccnc2)c(C)c1
 : -12%	0%	1.5%	1%	20%	0.9%	13%	0.1%	-2%
#18 COc1cccc(-c2cccc(NC(=O)C3CCN(CC4CCOC4)CC3)c2)c1 (configuration not stated)
 : -10%	0%	2.2%	-3%	-1%	5.7%	5%	-0.1%	4%
#19 Cc1cc(C(=O)N/N=C/c2cccc3ccccc23)c(C)o1
 : -11%	-8%	-0.4%	-2%	-9%	5.8%	-58%	0.0%	-1%
#20 COc1ccc([N+](=O)[O-])cc1NC(=O)C(C)OC(=O)c1cccnc1 (configuration not stated)
 : -40%	-6%	-1.3%	3%	5%	-0.2%	-7%	0.1%	8%
#21 O=C(COc1ccc(Br)cc1)N1CCCCCC1
 : -26%	-2%	-1.3%	4%	-1%	-4.7%	33%	0.9%	3%
#22 Cc1ccc(Sc2ncnc3onc(C)c23)cc1
 : -12%	6%	1.2%	-1%	-8%	-0.5%	-6%	0.3%	8%
#23 Nc1ccc(N2CCCCC2)cc1N1CCCCC1
 : 4%	50%	18%	4%	-4%	-2.7%	12%	-0.1%	10%
#24 Nc1nnc(SCC(=O)Nc2ccccc2N2CCOCC2)s1
 : -8%	1%	-1.9%	0%	0%	-3.9%	19%	2.0%	21%
#25 COc1ccc2nc(N3C(=O)CC(Cc4ccc(Cl)cc4)C3=O)sc2c1 (configuration not stated)
 : 5%	3%	8.8%	2%	16%	0.9%	-13%	1.0%	9%
#26 O=C(CN1CCN(Cc2ccccc2)CC1)Nc1cccc(C(F)(F)F)c1
 : -4%	10%	-2.6%	3%	-2%	0.3%	-34%	0.2%	17%
#27 O=C(CNS(=O)(=O)c1ccc([N+](=O)[O-])cc1)N/N=C\c1ccc(O)cc1
 : -4%	15%	-0.6%	-1%	-12%	-1.1%	-17%	0.0%	-6%
#28 Nc1nonc1C(=O)NCCNCc1c(OCc2ccccc2F)ccc2ccccc12
 : -44%	-8%	-2.3%	1%	-7%	-1.6%	20%	-0.1%	10%
#29 O=S(=O)(Oc1ccc(Cl)cc1)c1cccc2cccnc12
 : -12%	0%	-0.3%	14%	1%	3.0%	31%	-0.6%	-8%
#30 O=C(Nc1cccc(-c2csc(Nc3ccc(Cl)cc3)n2)c1)c1cccc(C(F)(F)F)c1
 : 5%	8%	3.8%	12%	-3%	5.0%	-53%	0.3%	15%
#31 CCC1CCc2c(c3ccccc3[nH]c2=O)O1 (configuration not stated)
 : -16%	-1%	4.5%	3%	14%	-0.3%	21%	-0.1%	/
#32 CCc1nc(N)c(C#N)c(-c2ccc(F)cc2)c1C
 : -13%	3%	1.7%	1%	20%	4.1%	-9%	0.0%	-14%
#33 Cc1cc(NCCOCCO)n2ncc(-c3ccc(Cl)cc3)c2n1
 : -129%	10%	-0.6%	-5%	3%	4.9%	-11%	-0.1%	-6%
#34 COc1cccc(NC(=O)CCC2CCN(C(=O)c3scnc3C)CC2)c1
 : -13%	-8%	-1.1%	2%	-6%	-4.4%	24%	-0.2%	6%
#35 CCOP(=O)(OCC)c1nc(-c2cccc3ccccc23)oc1NCc1ccccc1
 : -17%	19%	1.0%	4%	8%	1.8%	-5%	-0.2%	-6%
#36 CCN(CC)S(=O)(=O)c1ccc2c(c1)N(CC(=O)NCc1ccco1)C(=O)CO2
 : -7%	9%	-0.5%	0%	0%	3.5%	-6%	0.0%	1%
#37 COC(=O)Cn1ccc(-c2ccc(Cl)cc2)c(C#N)c1=O
 : -32%	2%	-0.1%	3%	-12%	1.0%	31%	0.0%	-7%
#38 COc1ccc(CN(C(=O)/C=C/c2ccco2)C2CCS(=O)(=O)C2)cc1OC (configuration not stated)
 : -13%	-7%	5.4%	0%	-2%	-0.9%	3%	-0.1%	-4%
#39 O=C(CSc1nccc(=O)[nH]1)Nc1ccc(Br)c(Cl)c1
 : -6%	-2%	8.1%	-3%	9%	1.7%	-3%	-0.1%	-3%
#40 Cc1cc(C)c(OCC(=O)N/N=C/c2ccco2)c(C)c1
 : -14%	-10%	-0.9%	-3%	-4%	-0.9%	-17%	0.3%	-5%
#41 CC1(C(=O)OCC(=O)Nc2ccc(C(N)=O)cc2)CC1(Cl)Cl (configuration not stated)
 : -7%	-1%	-0.7%	6%	-12%	0.5%	5%	0.6%	-9%
#42 Cc1sc(Cc2nc(O)cs2)nc1-c1ccccc1
 : 98%*	31%	6.8%	-8%	-6%	-4.3%	16µM*	0.2%	8%
#43 CCOC(=O)C1(Cc2cccc(OC)c2)CCN(Cc2cccc(OC)c2O)CC1
 : -14%	1%	-1.2%	4%	12%	3.5%	-6%	0.1%	7%
#44 CC(=O)Nc1ccc(N(C(=O)c2ccco2)C(C(=O)NC2CCCC2)c2ccncc2)cc1 (configuration not stated)
 : -16%	3%	-0.8%	0%	7%	4.1%	-23%	0.2%	8%
#45 N#Cc1cn(CC(=O)N2CCCc3ccccc32)c2ccccc12
 : -13%	-5%	1.7%	0%	-6%	-2.9%	-21%	-0.4%	5%
#46 CCCCn1cc(C(C)(C)C)c(C#N)c1NC(C)=O
 : 1%	4%	0.0%	-1%	4%	-6.3%	-8%	0.9%	-3%
#47 Cc1c(C(=O)N2CCC(C(N)=O)CC2)sc(N)c1C#N
 : -4%	-5%	1.4%	6%	-3%	-4.6%	1%	0.6%	5%
#48 Cc1ccc(NC(=O)C2(NC(=O)c3ccccn3)CCCCC2)cc1Br
 : -15%	4%	1.4%	5%	8%	12%	-33%	0.2%	8%
#49 Cc1cc(C)c2nc(NC(=O)C3CC(=O)N(Cc4ccco4)C3)sc2c1 (configuration not stated)
 : -15%	0%	-0.9%	5%	-1%	-0.5%	7%	0.5%	2%
#50 COc1cccc(CN2C(=O)c3ccccc3S2(=O)=O)c1
 : -11%	28%	-2.5%	-1%	1%	-4.8%	7%	0.1%	-12%
#51 O=C(/C=C/c1ccc(Cl)cc1Cl)Nc1ccncc1
 : 9%	12%	-0.3%	-4%	2%	5.2%	-20%	0.5%	-3%
#52 Cc1cc(-c2ccccc2)n(-c2ccc(C(=O)NC(C)C)cc2)n1
 : 14%	2%	-2.8%	1%	6%	4.1%	-10%	0.2%	10%
#53 CC1Cc2nc(SCC(=O)N3CCOCC3)n(C)c(=O)c2S1 (configuration not stated)
 : -20%	-6%	0.6%	11%	8%	-3.9%	-4%	0.0%	20%
#54 Oc1ccccc1C(=S)N1CCCC1
 : -16%	-23%	-1.1%	0%	0%	-5.0%	2%[20 µM]	1.0%	8%
#55 CC(NS(=O)(=O)c1ccc(CCC(=O)NCc2cccnc2)cc1)c1ccccc1 (configuration not stated)
 : 2%	-4%	-2.1%	2%	-12%	1.0%	-48%	-0.2%	-3%
#56 O=C(COC(=O)c1ccco1)Nc1ccccc1
 : -17%	-4%	0.2%	0%	0%	14%	-10%	-0.2%	-13%
#57 Cc1ccc(NC(=S)NCc2ccc(S(N)(=O)=O)cc2)cc1Cl
 : -37%	-8%	-2.4%	-2%	-5%	0.0%	-43%	-0.1%	-4%

A portion of the library; rates above refer to the full screens.
